Bioassay records from PubChem BioAssay.
Tb PFK block: qHTS Assay to Find Inhibitors of T. brucei phosphofructokinase; T. brucei PFK, ADP-Glo luminescence; Potency, µM (top dose mostly 57.5 µM), for inactives: at the highest dose activity, negative = inhibition, actives largely listed as inhibitors; actives 0.17% (n = 330,000); AID 485367, 2010;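 further: potency means the concentration at half of the fitted maximal effect; 0% = uninhibited 1x PFK enzyme wells and -100% = no-enzyme wells; nearly all actives have a fitted effect of over 60% in size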
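ADP-Glo luminescence quantified ADP after 45 min at room temperature, with 1.25 nM T. brucei PFK, 0.1 mM ATP and 0.5 mM fructose-6-phosphate in pH 8.0 TEA buffer. qHTS titrations up to 57 µM; curves classified by quality.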
Mito fusion act: qHTS Assay for Small Molecule Inhibitors of Mitochondrial Division or Activators of Mitochondrial Fusion; S. cerevisiae fusion-defective mutant growth rescue, CellTiterGlo 48 h; Potency, µM (titrated, usually from 46.1 µM), for the others: at the highest dose growth rescue (activation), usual class: activators; actives 0.23% (n = 320,000); AID 485298, 2010;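 further: potency means the concentration at half of the fitted maximal effect; % of control where 0% means no effect; nearly all actives have a fitted effect of over 45% in size; temperature-sensitive fusion mutants such as fzo1-1 at 37 °C on non-fermentable ethanol glycerol medium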
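Growth-rescue viability read-out: after 48 h at the non-permissive 37C in glycerol/ethanol YPEG, yeast mitochondrial fusion mutants are measured by CellTiterGlo luminescence; compounds (23 nl pinned per well) restoring growth score as division inhibitors or fusion activators.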
AT treatment: qHTS Assay for Identifying a Potential Treatment of Ataxia-Telangiectasia; […] A-T fibroblasts, KAP-1 phosphorylation AlphaLISA; neocarzinostatin DNA damage 30 min before lysis; Potency, µM (titrated, usually from 57.5 µM), for inactives: top-dose activation, hits mostly activators; actives 0.19% (n = 320,000); AID 485349, 2010; further: potency means the concentration at half of the fitted maximal effect; % of control where 0% means no effect; nearly all actives have a fitted effect of over 45% in size
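hTERT-immortalized A-T patient fibroblasts ([…]), 500 cells/well in OPTI-MEM, 1% FBS, got compounds for 60 min, then NCS for 30 min at 37C. Lysates were then assayed for phospho-KAP-1 by AlphaLISA (anti-pKAP1 donor, anti-KAP1 acceptor beads), 6 hr at 25C.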
ELG1 DNA repair: qHTS screen for small molecules that inhibit ELG1-dependent DNA repair in human embryonic kidney (HEK293T) cells expressing luciferase-tagged ELG1; HEK293T ELG1-luciferase reporter, luminescence, 16 h; DNA damage induced by 5-fluorouridine; AID 504467, 2011; actives 2.3% (n = 330,000); Potency, µM (series often up to 46.1 µM), inactives show top-dose activity change, negative = inhibition, most hits filed as inhibitors; further: potency means the concentration at half of the fitted maximal effect; on the % scale 0 is the no-effect control and ±100 the full control effect; nearly all actives have a fitted effect of over 55% in size
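HEK293T cells expressing luciferase-tagged ELG1 (2,000/well) received 5-Fluorouridine plus compound or DMSO for 16 hr at 37 °C. Luciferase was read by ONE-Glo luminescence after 30 min at room temperature.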
TSG101-PTAP inh: qHTS Assay for Iinhibitors of HIV-1 Budding by Blocking the Interaction of PTAP/TSG101; 340,000 tested, under 10 active; Tumor susceptibility gene 101 protein (Homo sapiens), Q99816; Fluorescence polarization, FITC-PTAP peptide / Tsg101 binding; Potency, µM (top dose mostly 115 µM), without a hit: at the highest dose activity change, negative = inhibition, hits mostly inhibitors; active means well fitted inhibition curve with a large enough effect in the main read-out, with a control signal flat, not every such curve was filed as active; inconclusive means small, poorly fitted or top-dose-only effect, or effect the other way, or a change in a side signal; inactive means no such curve, though single readings can be large or run the other way; further: potency means the concentration at half of the fitted maximal effect; % of control where 0% means no effect
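Fluorescence polarization binding of Tsg101 binding domain (10 uM final) to FITC-labeled PTAP peptide (50 nM final) in HEPES pH 7.5 buffer with NaCl, Tween 20, EDTA, TCEP. Compounds added before peptide; binding 20 min at RT.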
Eya2 inh: qHTS Assay for Inhibitors of the Phosphatase Activity of Eya2. recombinant Eya2, OMFP fluorescence dephosphorylation (OMFP is methylfluorescein phosphate). Potency, µM (titrated, usually from 76.9 µM), for the others: top-dose activity, negative = inhibition, usual class: inhibitors. actives 0.006% (n = 330,000); further: potency means the concentration at half of the fitted maximal effect; on the % scale 0 is the no-effect control and ±100 the full control effect
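Eya2 protein (added as 0.2 uM solution) was preincubated with compound for 10 min at ambient temperature in 50 mM HEPES pH 7.5, 50 mM NaCl, 5 uM MgCl2, 0.05% BSA, 1 mM DTT. OMFP (added at 50 uM) then reacted 10 min; fluorescence read at 485/525 nm.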
Integrin act MD: qHTS for Activators of Integrin-Mediated Alleviation for Muscular Dystrophy | alpha7betagal myoblasts, beta-gal FDG fluorescence, 48 h | Potency, µM (doses to about 38.3 µM), without a hit: at the highest dose activation, most hits filed as activators | actives 0.064% (n = 350,000);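 further: potency means the concentration at half of the fitted maximal effect; 100% = response of the positive control SU9516; nearly all actives have a fitted effect of over 60% in size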
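Alpha7betagal+/- myoblasts (passage 13) were plated 16-24 hr, then exposed to compounds (1:260 dilution of DMSO stock) for 48 hours at 37C. After MPER lysis, β-galactosidase reporter activity was read as FDG fluorescence (ex 480/em 540) after 30 minutes.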
TCR act: Activators of T cell receptors: qHTS campaign; primary human leukocytes, anti-CD3, IL-2 HTRF, 48 h; Potency, µM (top dose mostly 9.22 µM), without a hit: at the highest dose activation of IL-2 secretion, actives largely listed as activators; 330,000 tested, under 10 active; AID 504894, 2011; further: % of control where 0% means no effect
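HTRF read-out of IL-2 secretion: europium cryptate donor excited at 320nm, d2 acceptor emission at 665nm. Cells were primary human leukocytes incubated 48 hr with compounds and a-CD3 beads, supplying TCR signal only.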
Chronic BCR inh: qHTS Assay to Find Inhibitors of Chronic Active B-Cell Receptor Signaling; ABC-DLBCL IkBa-CBG/CBR reporter, luminescence ratio, 4 h; Potency, µM (doses to about 46.1 µM), without a hit: at the top dose ratio change, negative = lower green/red ratio, hits mostly inhibitors; actives 0.05% (n = 340,000); active means well fitted inhibition curve with a large enough effect in the signal ratio, with a control signal flat, not every such curve was filed as active; inconclusive means small, poorly fitted or top-dose-only effect, or effect the other way, or a change in a side signal; the % refers to the signal ratio;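 further: potency means the concentration at half of the fitted maximal effect; plate controls were basal doxycycline-induced cells for no effect and cells given 10 µM MG132 for full effect; MG132 reads +100%, hits lower the ratio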
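Cell line TMD8 (human ABC DLBCL), stably expressing tet-inducible CBG68-IkBa fusion and CBR; IMDM/0.5% FBS; cpd up to 46 uM; dox induction, 4 h, 37C/5% CO2; dual luminescence; green/red ratio; MG132 control.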
ASM inhibitor: Inhibitors of Secretory Acid Sphingomyelinase (S-ASM): qHTS; placental ASM, HMU-PC fluorogenic substrate, 60 min; Sphingomyelin phosphodiesterase (Homo sapiens), P17405; AID 504937, 2011; Potency, µM (series often up to 57.5 µM), for inactives: at the top dose activity change, negative = inhibition, actives largely listed as inhibitors; actives 0.006% (n = 340,000); further: potency means the concentration at half of the fitted maximal effect
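Human placenta-derived ASM preincubated with compound 10 min at room temperature, then reacted with 9 uM (final) fluorogenic HMU-PC substrate for 60 min at 37 C. Stop solution raises pH to 10; fluorescence read at Ex 386/Em 447 nm.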
TSHR antag: Antagonists of the Thyroid Stimulating Hormone Receptor: HTS campaign | TSHR-expressing cells, TSH-stimulated cAMP HTRF, 2 h; active compounds read low | AID 504810, 2011 | Thyrotropin receptor (Homo sapiens), P16473 | activity change, negative = inhibition, % at 11.5 µM | actives 0.2% (n = 330,000);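 active means activity change below a set negative limit, meaning inhibition stronger than a set level, cut at about -70% in these data; inconclusive means activity change between two set negative limits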; further: on the % scale 0 is the no-effect control and ±100 the full control effect
Target sequence (P16473 whole entry, looked up): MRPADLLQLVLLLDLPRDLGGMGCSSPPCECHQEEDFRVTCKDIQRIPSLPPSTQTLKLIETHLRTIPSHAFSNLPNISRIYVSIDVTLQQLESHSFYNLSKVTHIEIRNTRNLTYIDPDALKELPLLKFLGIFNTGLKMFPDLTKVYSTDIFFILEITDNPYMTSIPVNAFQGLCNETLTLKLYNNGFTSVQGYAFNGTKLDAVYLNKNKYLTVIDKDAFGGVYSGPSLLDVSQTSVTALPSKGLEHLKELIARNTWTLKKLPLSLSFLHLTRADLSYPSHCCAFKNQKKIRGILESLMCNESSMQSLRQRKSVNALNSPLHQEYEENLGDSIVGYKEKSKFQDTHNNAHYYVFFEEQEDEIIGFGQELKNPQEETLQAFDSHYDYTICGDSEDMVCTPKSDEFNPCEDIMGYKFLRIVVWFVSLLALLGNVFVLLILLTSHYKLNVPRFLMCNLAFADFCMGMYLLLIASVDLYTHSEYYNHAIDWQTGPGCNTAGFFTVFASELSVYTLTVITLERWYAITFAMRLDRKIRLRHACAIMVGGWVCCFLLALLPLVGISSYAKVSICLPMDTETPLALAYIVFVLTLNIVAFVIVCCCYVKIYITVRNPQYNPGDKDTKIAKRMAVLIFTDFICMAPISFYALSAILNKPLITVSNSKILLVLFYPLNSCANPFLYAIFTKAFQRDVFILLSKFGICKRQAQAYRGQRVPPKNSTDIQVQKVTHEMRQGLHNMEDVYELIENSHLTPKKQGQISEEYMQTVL
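TSHR-expressing cells were treated with compounds, then stimulated with TSH at EC80 (4nM final) for 2 hours at 37 deg C. Cellular cAMP was measured by HTRF competition between lysate cAMP and cAMP-d2 for a cryptate-labelled anti-cAMP antibody.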
* marks the source's active call; other numbers are inactive results; ? = inconclusive; nt = no result given; [ ] = another dose, or the depositor's remark. Unless noted, the call rests on the fitted dose curve; in most records, active means well fitted curve in the direction sought with a large enough effect; inconclusive means small, poorly fitted or top-dose-only effect, or another doubt; inactive means no such curve, though single readings can be large; an effect the other way counts as inactive or inconclusive. Rows were taken by chance. Share with any hit: about 3.2%.

SMILES	Tb PFK block	Mito fusion act	AT treatment	ELG1 DNA repair	TSG101-PTAP inh	Eya2 inh	Integrin act MD	TCR act	Chronic BCR inh	ASM inhibitor	TSHR antag
Cn1c(=O)n(Cc2ccc(F)cc2)c(=O)c2c1nc1n2CCN1Cc1ccco1	4%	-3%	-1%	?	-4%	10%	27%	-19%	24%	1%	-6
COc1ccc(-n2c(COc3ccc4ccccc4c3)nnc2SCC(=O)NCc2ccco2)cc1	-2%	1%	-9%	?	-6%	-15%	2%	-3%	?	-10%	1
CCC(=O)Nc1ccc(N2CCOCC2)c(S(=O)(=O)Nc2ccc(OC)cc2)c1	1%	-1%	12%	5%	0%	-17%	16%	-6%	0%	3%	50
COc1ccc(N2CCN(C(=S)Nc3cc(C)ccc3C)CC2)cc1	2%	-7%	-3%	4%	3%	1%	15%	3%	2%	3%	23
CN(C)[C@H]1N(C(=O)c2ccc(Br)cc2)N=C2c3ccccc3S(=O)(=O)N21	4%	-1%	4%	-1%	-4%	-25%	-29%	-2%	4%	0%	-9
CCOc1ccc(S(=O)(=O)Nc2ccccc2SC)cc1	0%	4%	-3%	0%	-7%	-1%	11%[7.66 µM]	8%	-14%	-2%	-8
CC(=O)c1ccc(OCCCC(=O)NC2=NCCS2)cc1	1%	4%	-1%	29%	-2%	?	13%	-1%	18%	0%	33
COc1c(C)cc(C(=O)C2CCCN(C(=O)c3cc(C4CC4)[nH]n3)C2)cc1C (centres undefined)	5%	1%	-3%	?	0%	8%	-12%	5%	-7%	-2%	17
CCOc1ccc(N(C(=O)CNC(=O)c2ccco2)C(C(=O)NC2CCCC2)c2ccco2)cc1 (centres undefined)	-1%	-4%	1%	0%	0%	6%	-46%[inhibitor]	0%	3%	3%	5
Cc1cc(C)n(CC(O)COc2ccccc2C(=O)Nc2ccccc2)n1 (centres undefined)	-7%	7%	8%	?	-9%	6%	22%	-3%	3%	-1%	0
Cc1ccc2nc(SCC(=O)NC3CC3)[nH]c2c1	0%	0%	4%	?	-5%	5%	-40%	-6%	1%	2%	-11
COc1cccc(NC(=O)C(Cc2ccccc2)NC(=O)C2CCC(C)CC2)c1 (centres undefined)	0%	0%	8%	-7%	0%	0%	-3%	-2%[46.1 µM]	?	1%	-12
COc1ccc(Nc2nc(Cl)nc(NCCO)n2)cc1	2%	-5%	6%	12%	-2%	-1%	0%	-1%[46.1 µM]	10%	9%	13
COc1cc2ncnc(NCc3ccc4c(c3)OCO4)c2cc1OC	2%	-8%	-4%	?	-4%	9%	17%	4%	-2%	-2%	7
CCCCCCOc1ccc(N2C(=O)CC(S/C(N)=N/N=C(\C)c3cccs3)C2=O)cc1 (centres undefined)	0%	-1%	6%	-4%	?	2%	-8%	-1%	10%	-19%	-12
COc1ccc(NC(=O)CC2SC(=Nc3ccccc3)NC2=O)c(OC)c1 (centres undefined)	1%	-9%	3%	-4%	-2%	2%	41%	-4%	0%	-8%	0
COc1ccc(C(=O)Nc2ccc3ccccc3c2)c(OC)c1	1%	-11%	10%	?	0%	-1%	-18%	nt	-6%	3%	-11
CCOC(=O)c1cc2c(ccn2C)n1CC(=O)N1CCN(c2cccc(C(F)(F)F)c2)CC1	-12%	0%	1%	0%	-2%	7%	17%	-5%	1%	-16%	-6
O=C1CC(c2ccco2)Cc2nc(N3CCN(Cc4ccc5c(c4)OCO5)CC3)ncc21 (centres undefined)	-7%	21%	-1%	?	-1%	-11%	-16%	4%	5%	-1%	-18
Cc1cc(C)cc(NC(=O)c2cccc(N3C(=O)C4C5C=CC(C5)C4C3=O)c2)c1 (centres undefined)	-11%	-2%	2%	2%	0%	5%	19%	6%	9%	-1%	9
C=CCn1c(COc2ccccc2)nnc1SCC(=O)O	1%	-2%	-1%	-2%	-5%	12%	-2%	2%	4%	2%	1
O=C(Nc1ccncc1)Nc1cccc(F)c1	-3%	-8%	6%	?	1%	9%	7%	4%	-10%	-1%	-2
Cc1cc(C(=O)OCC(=O)N2CCCC2)c2ccccc2n1	3%	-3%	nt	9%	-3%	12%	7%	-3%	?	-3%	-3
CN(c1ccccn1)c1ncnc2[nH]ncc12	0%	-2%	0%	11%	-6%	28%	5%	1%	13%	-2%	19
O=C(CSCc1c(Cl)cccc1Cl)Nc1cccnc1	-4%	5%	3%	-19%	-4%	3%	6%	1%	-4%	3%	-43

A draw from above in order of molecular weight, descending:
SMILES	Tb PFK block	Mito fusion act	AT treatment	ELG1 DNA repair	TSG101-PTAP inh	Eya2 inh	Integrin act MD	TCR act	Chronic BCR inh	ASM inhibitor	TSHR antag
Cn1c(=O)n(Cc2ccc(F)cc2)c(=O)c2c1nc1n2CCN1Cc1ccco1	4%	-3%	-1%	?	-4%	10%	27%	-19%	24%	1%	-6
COc1ccc(N2CCN(C(=S)Nc3cc(C)ccc3C)CC2)cc1	2%	-7%	-3%	4%	3%	1%	15%	3%	2%	3%	23
COc1cc2ncnc(NCc3ccc4c(c3)OCO4)c2cc1OC	2%	-8%	-4%	?	-4%	9%	17%	4%	-2%	-2%	7
CN(c1ccccn1)c1ncnc2[nH]ncc12	0%	-2%	0%	11%	-6%	28%	5%	1%	13%	-2%	19

Other compounds:
SMILES	Tb PFK block	Mito fusion act	AT treatment	ELG1 DNA repair	TSG101-PTAP inh	Eya2 inh	Integrin act MD	TCR act	Chronic BCR inh	ASM inhibitor	TSHR antag
COc1ccc(NC(=O)C/C(C)=N/NC(=O)c2cnccn2)cc1Cl	2%	-5%	5%	?	-6%	3%	21%	5%	?	-2%	2
O=C(Nc1cc(S(=O)(=O)N2CCOCC2)ccc1N1CCCC1)C1COc2ccccc2O1 (centres undefined)	-6%	-4%	-8%	?	0%	-18%	2%	-7%	0%	-4%	1
CC(=O)Nc1ccn(-c2ccccc2)n1	-3%	0%	-1%	?	1%	1%	0%	1%[46.1 µM]	4%	1%	9
O=C(CCC(=O)N1CCSc2ccccc21)NCCc1ccccc1	3%	6%	-1%	10%	-2%	-17%	1%	-3%	13%	-6%	14
Cc1cc(NC(=O)CC(C)C)c(=O)n(Cc2c(F)cccc2Cl)c1	-6%	-1%	1%	-9%	-5%	-2%	?	0%	-4%	0%	3
CCCC1=NN(c2ccc([N+](=O)[O-])cc2)C(=O)/C1=C\N(C)C	0%	-3%	1%	?	0%	-1%	-3%	-2%[46.1 µM]	?	2%	-3
COc1ccc(NC(=O)Cc2ccc(C)cc2)c([N+](=O)[O-])c1	-3%	3%	2%	2%	-1%	4%	-18%	1%[46.1 µM]	2%	-3%	-2
COc1ccc(Cl)cc1N/C(N)=N/c1nc(C)cc(=O)[nH]1	-2%	-4%	-3%	1%	-1%	2%	3%	-1%	-3%	0%	0

Look-ups from the list.
Integrin act MD result of CCCC1=NN(c2ccc([N+](=O)[O-])cc2)C(=O)/C1=C\N(C)C is entered as -3%
TSHR antag result of CC(=O)Nc1ccn(-c2ccccc2)n1 is entered as 9
